# Bcl-xL primary: inhibitors of human Bcl-xL; 0.7% of 320,000 active; inhibition, % at 10.9 µM; GST-Bcl-xL / FITC-Bim BH3 peptide fluorescence polarization; AID 2129; Q07817;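 active = inhibition above the mean of all tested compounds plus 3 SD, cutoff set per campaign, cut at about 30% in these data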;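 note: 0% = DMSO wells and 100% = unlabeled Bim-BH3 peptide competitor; inhibitors lower millipolarization by displacing the labeled peptide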
# MCL1 BIM primary: inhibitors of human MCL1 binding to BIM-BH3 peptide; GST-MCL1 / FITC-Bim-BH3 fluorescence polarization; inhibition, % at 10.9 µM; 0.68% of 320,000 active; AID 2057;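 active = inhibition above the mean inhibition of all tested compounds plus 3 SD, set per campaign, cut at about 40% in these data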;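 note: 0% = DMSO wells and 100% = unlabeled Bim-BH3 peptide control; higher means more loss of mP so more displacement of Bim peptide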
# Target sequence (Q07820 whole entry, looked up): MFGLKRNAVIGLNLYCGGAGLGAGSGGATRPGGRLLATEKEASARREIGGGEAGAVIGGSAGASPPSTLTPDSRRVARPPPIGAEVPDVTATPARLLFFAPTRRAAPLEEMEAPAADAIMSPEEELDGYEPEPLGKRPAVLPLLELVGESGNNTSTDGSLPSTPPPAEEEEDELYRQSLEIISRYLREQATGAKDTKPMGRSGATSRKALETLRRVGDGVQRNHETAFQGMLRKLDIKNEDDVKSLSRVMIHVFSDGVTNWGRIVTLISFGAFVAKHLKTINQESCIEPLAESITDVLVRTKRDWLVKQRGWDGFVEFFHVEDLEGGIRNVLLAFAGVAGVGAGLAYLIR
# GLD-1 RNA inh: GLD-1-TGE RNA interaction inhibition (C. elegans). Q17339. purified GLD-1 + fluorescein TGE RNA, fluorescence polarization. inhibition, % at 5.96 µM. 0.44% of 320,000 active. AID 2280;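 active = percent inhibition above a per-plate cutoff, the plate mean of test compounds plus 3 SD, cut at about 30% in these data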;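 note: 0% = DMSO wells with GLD-1 and probe and 100% = wells lacking GLD-1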
# Target sequence (Q17339 whole entry, looked up): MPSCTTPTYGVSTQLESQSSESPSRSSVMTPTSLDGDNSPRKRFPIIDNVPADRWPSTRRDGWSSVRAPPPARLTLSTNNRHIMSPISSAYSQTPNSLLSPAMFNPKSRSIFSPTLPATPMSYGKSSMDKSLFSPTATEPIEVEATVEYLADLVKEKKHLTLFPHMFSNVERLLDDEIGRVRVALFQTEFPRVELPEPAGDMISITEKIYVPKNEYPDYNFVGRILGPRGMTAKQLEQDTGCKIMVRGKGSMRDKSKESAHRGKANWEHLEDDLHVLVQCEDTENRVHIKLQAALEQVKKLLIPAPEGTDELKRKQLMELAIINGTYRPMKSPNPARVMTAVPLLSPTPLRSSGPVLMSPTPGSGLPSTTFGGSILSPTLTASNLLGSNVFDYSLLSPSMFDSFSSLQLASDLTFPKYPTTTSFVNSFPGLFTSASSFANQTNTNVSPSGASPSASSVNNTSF
# Yeast superoxide: caloric restriction mimetics inhibiting age-related superoxide in yeast. superoxide response (% of plate mean), % at 10 µM. 0.18% of 330,000 active. S. cerevisiae aged cells, superoxide DHE fluorescence; active compounds read low;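 active = superoxide response under a set limit, about three screen SD below normal, cut at about 65% in these data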;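 note: yeast aged for seven days with compound at 30 °C before DHE staining; 100% = average MFI of all compound-treated wells on the plate with controls excluded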
# VLA-4 inh: inhibition in a human VLA-4 binding assay. P13612. VLA-4 expressing cells, ligand binding flow cytometry. inhibition, % (about 7 µM as worked out from the volumes in the protocol). 0.2% of 330,000 active; in the data active = inhibition above about 50%
# GRK2 aptamer HTS: human GRK2 inhibition via aptamer displacement | bead flow cytometry, FAM-aptamer displacement from GRK2 | inhibition of aptamer binding, % at 10 µM | 0.59% of 330,000 active;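 active = inhibition of aptamer binding above 40%, roughly 3 SD of noise, on plates passing a quality check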;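 note: median bead fluorescence of bound FAM aptamer so fluorescent compounds give negative values; no value below 0 was filed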
# MEX-5 binding: C. elegans MEX-5 TCR-2 RNA binding activity | Q9XUB2 | MEX-5/FITC-TCR2 RNA binding, fluorescence polarization; active compounds read low | activity score (negative = inhibition of binding), % at 10 µM | 0.38% of 300,000 active | AID 1832;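 active = inhibition past about -25% in most replicates, and total fluorescence under double the plate's negative control median, limit read from the data; inconclusive = replicates evenly split on the limit, or fluorescence at least double controls; inactive = too little inhibition in most replicates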;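 note: 0% = DMSO and -100% = 5 µM competing unlabeled TCR2 RNA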
# AGP1 TOR yeast: yeast TOR pathway AGP1-GFP modulation | GFP response vs DMSO, % at 10 µM | 0.02% of 320,000 active | AID 2066 | S. cerevisiae AGP1-GFP multiplex flow cytometry, 3 h; GFP as percent of DMSO wells;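 active = GFP response relative to DMSO above a set limit, near screen average plus 3 SD, cut at about 150% in these data; inconclusive = fewer than 70 cells counted for the yeast strain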;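 note: median GFP channel fluorescence of the gated AGP1 strain per well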
# CIT2 TOR yeast: modulators of TOR pathway CIT2-GFP in S. cerevisiae. 0.065% of 320,000 active. GFP response vs DMSO, % at 10 µM. AID 2029. S. cerevisiae CIT2-GFP strain, flow cytometry, 3 h; 100 means same as DMSO wells;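 active = GFP response relative to DMSO above a set limit, near the screen mean plus 3 SD, cut at about 150% in these data; inconclusive = Fewer than 70 cells measured for a yeast strain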;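 note: ratio of well median GFP fluorescence to mean of DMSO wells on the plate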
# Active calls of the source: *; ? = inconclusive; nt = not tested or not shown; [ ] = another dose, or the depositor's remark.
[1] Cc1ccc(Nc2n[nH]c(C)c2[N+](=O)[O-])cc1C
[2] Cc1cccc(C)c1NC(=O)COC(=O)/C=C/c1ccc(S(=O)(=O)N2CCOCC2)cc1
[3] Cn1c(=O)c([N+](=O)[O-])c(NCc2ccccc2)c2ccccc21
[4] COCCNC(=O)CSc1nc2cc3c(cc2c(=O)n1CCCC(=O)NCCc1ccc(OC)c(OC)c1)OCO3
[5] N/C(=N\OC(=O)c1cc(Cl)ccc1Cl)c1cccnc1

screen / no. | 1 | 2 | 3 | 4 | 5
Bcl-xL primary | -0.3 | nt | 4.7 | -0.3 | 4.1
MCL1 BIM primary | -0.6 | nt | 2.1 | -4.5 | 4.2
GLD-1 RNA inh | 0.7 | -2.4 | 1.6 | 5.3 | 3.8
Yeast superoxide | 96.2 | 104.0 | 106.6 | 113.2 | 115.4
VLA-4 inh | -1.1 | 8.6 | -7.8 | 1.6 | 32.7
GRK2 aptamer HTS | 1.0 | 0.0 | 0.0 | 0.0 | 1.0
MEX-5 binding | -1.5 | nt | 0.8 | -2.3 | 0.3
AGP1 TOR yeast | 89.1 | 97.6 | 93.9 | 89.2 | 98.1
CIT2 TOR yeast | 74.4 | 101.8 | 98.5 | 86.1 | nt

# Ordered by formula weight (smallest number first): 3 of the compounds above.
[1] Cc1ccc(Nc2n[nH]c(C)c2[N+](=O)[O-])cc1C
[3] Cn1c(=O)c([N+](=O)[O-])c(NCc2ccccc2)c2ccccc21
[4] COCCNC(=O)CSc1nc2cc3c(cc2c(=O)n1CCCC(=O)NCCc1ccc(OC)c(OC)c1)OCO3

screen / no. | 1 | 3 | 4
Bcl-xL primary | -0.3 | 4.7 | -0.3
MCL1 BIM primary | -0.6 | 2.1 | -4.5
GLD-1 RNA inh | 0.7 | 1.6 | 5.3
Yeast superoxide | 96.2 | 106.6 | 113.2
VLA-4 inh | -1.1 | -7.8 | 1.6
GRK2 aptamer HTS | 1.0 | 0.0 | 0.0
MEX-5 binding | -1.5 | 0.8 | -2.3
AGP1 TOR yeast | 89.1 | 93.9 | 89.2
CIT2 TOR yeast | 74.4 | 98.5 | 86.1

# (list continues)
[6] COc1ccc(S(=O)(=O)N2CCCC2CNC(=O)C(=O)NCc2ccccn2)cc1 (stereo not given)
[7] COc1ccccc1-c1cc(=O)c2c(O)ccc([N+](=O)[O-])c2o1
[8] CC(CCc1ccccc1)NC(=O)c1ccccc1Cl (stereo not given)
[9] COC(=O)[C@@]1(Cc2ccc(OC)cc2)[C@H]2c3cc(C(=O)N4CCCC4)n(CCn4cc([N+](=O)[O-])nc4C)c3C[C@H]2CN1C(=O)c1ccccc1
[10] NC(=O)c1ccc[n+](CC(=O)c2ccc(F)cc2)c1

screen / no. | 6 | 7 | 8 | 9 | 10
Bcl-xL primary | 1.4 | 1.4 | 1.3 | 4.9 | 5.0
MCL1 BIM primary | 5.8 | 2.6 | 7.4 | 2.3 | -4.0
GLD-1 RNA inh | 7.6 | -14.3 | 4.6 | 3.4 | -2.1
Yeast superoxide | 102.4 | 103.6 | 109.1 | nt | 103.2
VLA-4 inh | 11.6 | -1.1 | 6.6 | nt | 6.3
GRK2 aptamer HTS | 0.0 | 0.0 | 2.0 | nt | 2.0
MEX-5 binding | -0.8 | -1.7 | -1.3 | 0.2 | nt
AGP1 TOR yeast | 92.3 | 84.0 | 103.9 | nt | 109.2
CIT2 TOR yeast | 99.5 | 87.5 | 98.8 | nt | 101.7

# Arranged by count of non-hydrogen atoms (lowest first): some entries from above.
[1] Cc1ccc(Nc2n[nH]c(C)c2[N+](=O)[O-])cc1C
[10] NC(=O)c1ccc[n+](CC(=O)c2ccc(F)cc2)c1
[5] N/C(=N\OC(=O)c1cc(Cl)ccc1Cl)c1cccnc1
[7] COc1ccccc1-c1cc(=O)c2c(O)ccc([N+](=O)[O-])c2o1
[6] COc1ccc(S(=O)(=O)N2CCCC2CNC(=O)C(=O)NCc2ccccn2)cc1 (stereo not given)
[2] Cc1cccc(C)c1NC(=O)COC(=O)/C=C/c1ccc(S(=O)(=O)N2CCOCC2)cc1
[4] COCCNC(=O)CSc1nc2cc3c(cc2c(=O)n1CCCC(=O)NCCc1ccc(OC)c(OC)c1)OCO3

screen / no. | 1 | 10 | 5 | 7 | 6 | 2 | 4
Bcl-xL primary | -0.3 | 5.0 | 4.1 | 1.4 | 1.4 | nt | -0.3
MCL1 BIM primary | -0.6 | -4.0 | 4.2 | 2.6 | 5.8 | nt | -4.5
GLD-1 RNA inh | 0.7 | -2.1 | 3.8 | -14.3 | 7.6 | -2.4 | 5.3
Yeast superoxide | 96.2 | 103.2 | 115.4 | 103.6 | 102.4 | 104.0 | 113.2
VLA-4 inh | -1.1 | 6.3 | 32.7 | -1.1 | 11.6 | 8.6 | 1.6
GRK2 aptamer HTS | 1.0 | 2.0 | 1.0 | 0.0 | 0.0 | 0.0 | 0.0
MEX-5 binding | -1.5 | nt | 0.3 | -1.7 | -0.8 | nt | -2.3
AGP1 TOR yeast | 89.1 | 109.2 | 98.1 | 84.0 | 92.3 | 97.6 | 89.2
CIT2 TOR yeast | 74.4 | 101.7 | nt | 87.5 | 99.5 | 101.8 | 86.1

[9] COC(=O)[C@@]1(Cc2ccc(OC)cc2)[C@H]2c3cc(C(=O)N4CCCC4)n(CCn4cc([N+](=O)[O-])nc4C)c3C[C@H]2CN1C(=O)c1ccccc1

screen / no. | 9
Bcl-xL primary | 4.9
MCL1 BIM primary | 2.3
GLD-1 RNA inh | 3.4
Yeast superoxide | nt
VLA-4 inh | nt
GRK2 aptamer HTS | nt
MEX-5 binding | 0.2
AGP1 TOR yeast | nt
CIT2 TOR yeast | nt

# Further structures follow:
[11] O=C1C2CCCN2C(c2ccccc2F)N1c1cccc(Cl)c1 (stereo not given)
[12] Cc1ccc(N2C=Nc3ccc(C)c4nc(C)cc2c34)cc1
[13] COc1cc(C(=O)Nc2scc(-c3ccc(C)cc3)c2C(=O)O)cc(OC)c1OC
[14] Cc1nn(C)cc1CNC(=O)Nc1ccc(Br)cc1Cl
[15] Clc1nc(N2CCOCC2)ncc1Br

screen / no. | 11 | 12 | 13 | 14 | 15
Bcl-xL primary | 6.1 | 8.6 | 5.9 | 8.9 | 7.1
MCL1 BIM primary | 7.6 | 6.8 | 2.4 | 13.5 | 0.7
GLD-1 RNA inh | -1.6 | 4.2 | 2.5 | 10.2 | -8.2
Yeast superoxide | 97.2 | 100.6 | 103.9 | 93.5 | 105.4
VLA-4 inh | 9.3 | 13.3 | 4.5 | 9.1 | 21.2
GRK2 aptamer HTS | 0.0 | 0.0 | 3.0 | 0.0 | 1.0
MEX-5 binding | 1.8 | -4.6 | -0.8 | 1.0 | 1.8
AGP1 TOR yeast | 102.7 | 100.0 | 100.7 | 102.9 | 102.5
CIT2 TOR yeast | 90.8 | 101.3 | 100.5 | nt | 95.8

[16] CCOc1ccc(CNC(=O)C(C)n2ccc3cc(S(=O)(=O)N4CCCC4)ccc32)cc1 (stereo not given)
[17] N/C(=N\c1nc2ccccc2o1)NC(=O)c1ccc([N+](=O)[O-])cc1
[18] COc1ccccc1-n1ccnc(SCC(=O)NC2CCCC2)c1=O
[19] C=CCn1c(CCC(=O)O)ccc1-c1ccc(OC)cc1
[20] CS(=O)(=O)c1ccc(Cl)c(C(=O)O)c1

screen / no. | 16 | 17 | 18 | 19 | 20
Bcl-xL primary | 2.0 | 2.2 | 1.3 | 0.1 | 4.7
MCL1 BIM primary | 0.2 | 6.8 | 0.4 | -6.5 | 5.9
GLD-1 RNA inh | -1.4 | 1.6 | 1.1 | -4.3 | 4.1
Yeast superoxide | 86.6 | 91.3 | 94.0 | 119.9 | 91.6
VLA-4 inh | 4.6 | 7.5 | -8.6 | -5.9 | -1.4
GRK2 aptamer HTS | 2.0 | 6.0 | 2.0 | 0.0 | 1.0
MEX-5 binding | 1.6 | 0.6 | -4.3 | 0.1 | 0.2
AGP1 TOR yeast | 97.7 | 103.2 | 111.1 | 20.4[may fluoresce violet] | 90.3
CIT2 TOR yeast | 101.3 | 97.3 | 101.2 | ? | 89.5

[21] CN1CCN(S(=O)(=O)c2ccc(NC(=S)NC(=O)C(C)(C)C)cc2)CC1
[22] Cc1ccccc1Nc1nc(N)nc(COC(=O)C2CCCCC2)n1
[23] COc1ccc(OC)c(C2C(C(=O)Nc3cccnc3)=C(C)NC3=C2C(=O)CCC3)c1 (stereo not given)
[24] CCN(C(=O)CSc1nc(-c2ccccc2)cn1N)c1c(N)n(Cc2ccccc2)c(=O)[nH]c1=O
[25] O=C(/C=C/Nc1ccc(F)cc1F)c1cccs1

screen / no. | 21 | 22 | 23 | 24 | 25
Bcl-xL primary | 0.6 | -5.0 | 3.0 | 0.6 | -4.3
MCL1 BIM primary | 12.4 | -12.2 | -3.9 | 0.2 | -8.0
GLD-1 RNA inh | 4.5 | -7.2 | 3.1 | -2.0 | -2.1
Yeast superoxide | 96.5 | 110.4 | 92.9 | 114.9 | 93.2
VLA-4 inh | -5.9 | -8.6 | -0.9 | -4.2 | 12.0
GRK2 aptamer HTS | 1.0 | 0.0 | 0.0 | 1.0 | 2.0
MEX-5 binding | -0.6 | 1.6 | 0.3 | 0.3 | -4.8
AGP1 TOR yeast | 106.4 | 92.8 | 99.0 | 97.1 | 90.8
CIT2 TOR yeast | 105.8 | 98.7 | 94.0 | 95.4 | 87.0

[26] Cc1cc(NC(=O)CSc2nc(N)c(NC(=O)c3ccco3)c(=O)[nH]2)no1
[27] C=CCn1c(C)cc(C(=O)CSc2nnc(C3CC3)n2C2CC2)c1C
[28] CCOc1ccc(C2C(C(=O)OC)=CN(C(C)c3ccccc3)C=C2C(=O)OC)cc1 (stereo not given)
[29] O=C(NCCN1CCOCC1)c1cc(-c2ccco2)on1

screen / no. | 26 | 27 | 28 | 29
Bcl-xL primary | 4.8 | 1.9 | 4.0 | 1.4
MCL1 BIM primary | 6.3 | 3.4 | 1.5 | 4.1
GLD-1 RNA inh | 7.3 | -1.9 | 4.1 | 0.1
Yeast superoxide | 100.3 | 102.3 | 103.2 | 96.0
VLA-4 inh | 4.8 | -5.1 | 0.4 | -0.4
GRK2 aptamer HTS | 0.0 | 0.0 | 1.0 | 1.0
MEX-5 binding | 0.8 | nt | -5.9 | -2.6
AGP1 TOR yeast | 96.6 | 105.1 | 99.0 | 98.5
CIT2 TOR yeast | 99.0 | 106.0 | 99.5 | 106.7

# Screening data (PubChem)
